# M17LAP inhibition – P. falciparum M17LAP inhibitors, primary screen, biochemical, fluorogenic H-Leu-NHMec substrate, 1536-well (AID 1619). inhibition, % at 30 µM; hits with a dose series show IC50 in µM. recombinant M17LAP, H-Leu-NHMec fluorogenic kinetic assay; higher % means a stronger effect. hit rate 0.38% among 220,000;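 active means compound inhibiting the enzyme by more than half at any dose during confirmatory dose-response retesting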;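 further: plate controls were full reaction with DMSO carrier for no effect and no enzyme background for full effect; strong numbers were not always called active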
# GPR55 beta-arrestin – selective activators of receptor GPR55 – imaging, U2OS cells, beta-arrestin-GFP redistribution, primary screen (AID 1961) | U2OS GPR55 beta-arrestin-GFP redistribution imaging; higher % means a stronger effect | activation, % at 10 µM, or EC50 in µM where a hit was titrated | hit rate 0.048% among 290,000;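 active means activation above 40% with more than 50 cells counted in the well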;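 further: U2OS osteosarcoma cells stably expressing GPR55 and beta-arrestin-GFP; plate controls were DMSO negative control for no effect and LPI positive control for full effect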
# KOR beta-arrestin-1 – KOR antagonists, beta-arrestin recruitment, cell-based, luminescence, uHTS (AID 1778) | KOR beta-arrestin recruitment, luminescence, antagonist mode; higher % means a stronger effect | hit rate 0.091% among 290,000 | inhibition, % at 10 µM, or IC50 in µM where a hit was titrated; further: strong numbers were not always called active
# P. falciparum M1AAP – malaria alanyl aminopeptidase activity blockers – biochemical, fluorogenic H-Leu-NHMec substrate, 1536-well (AID 1445); recombinant M1AAP, H-Leu-NHMec fluorogenic kinetic assay; higher % means a stronger effect; one-dose inhibition, % at 30 µM; IC50 in µM for titrated hits; hit rate 0.42% among 220,000;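 active means primary inhibition above the hit cutoff, then over 50% inhibition at one or more dose response concentrations, cut at about 23% in these data, passing the limit was not always enough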;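 further: plate controls were DMSO full reaction for no effect and no enzyme background for full effect; strong numbers were not always called active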
# Dynein cargo inh – blocks dynein driven cargo transport along microtubules | 3617.4 mouse cells, GR-EGFP nuclear translocation imaging; test concentration mostly 20 µM; stimulated with dexamethasone, 1 µM; active compounds read low | z-score, hits read low | hit rate 0.47% among 220,000;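 active means plate z-score of nuclear minus cytoplasmic receptor signal below a set negative limit, without overly bright fluorescence or cell loss, cut at about -3.5 in these data, passing the limit was not always enough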;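 further: z-score of nuclear minus cytoplasmic ring GR-EGFP intensity difference per well; some compounds called inactive have numbers as strong as hits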
#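 medium = tetracycline-free induction medium containing charcoal-stripped FBS | also added = 1.0 µM final dexamethasone stimulus | schedule = 48 h induction, 1 h compound, 30 min dex at 37 °C | technique = fixed, Hoechst-stained cells imaged at 10x for EGFP | measure = GR-EGFP nuclear translocation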
# NOD1 inhibition – NOD1 signaling inhibitors, primary screen, cell-based, luminescence, uHTS (AID 1578); NOD1-driven NF-kB luciferase reporter cells, luminescence; higher % means a stronger effect; inhibition, % at 4 µM; hits with a dose series show EC50 in µM; hit rate 1% among 290,000; in the data active means inhibition mostly above about 36%, no sharp cut-off; inactive means mostly below about 34%;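 further: HEK-293T reporter cells stimulated with the NOD1 agonist gamma-tri-DAP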
# KOR beta-arrestin-2 – kappa opioid receptor activators – cell-based, luminescence, uHTS, primary screen (AID 1777); KOR beta-arrestin recruitment, luminescence; higher % means a stronger effect; activation, % at 10 µM; hits with a dose series show EC50 in µM; hit rate 0.02% among 280,000; in the data active means activation above about 50%, passing the limit was not always enough; further: a part of the inactive calls stands beside numbers as strong as those of hits
# AID2073 – disruptors of CaV2.2 binding to Mint1 – biochemical, HTRF (AID 2073); HTRF protein-protein interaction, Mint1-CaV2.2; higher % means a stronger effect; inhibition, % at 20 µM; hits with a dose series show IC50 in µM; hit rate 0.19% among 290,000; in the data active means inhibition mostly above about 51%, no sharp cut-off; further: some results filed as inactive read as strong as hits
# NOD2 inhibition – NOD2 signaling inhibitors, cell-based, luminescence, uHTS, HEK293 (AID 1566); inhibition, % at 4 µM; hits with a dose series show EC50 in µM; HEK293 NOD2/NF-kB luciferase reporter, luminescence; higher % means a stronger effect; hit rate 0.63% among 290,000; further: many of its hits are not listed in these tables
# Dynein cargo inh cytoplasmic EGFP – further read-out of Dynein cargo inh, marked with its call; z-score; measured here: cytoplasmic GR-EGFP intensity; active compounds read high
# Dynein cargo inh nuclear GR-EGFP – also measured in Dynein cargo inh; calls as there; z-score; measured here: nuclear GR-EGFP intensity;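 lower value marks the stronger effect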
# Dynein cargo inh cell count – further read-out of Dynein cargo inh, marked with its call; z-score; measured here: cell count per field
# An asterisk follows results filed as active; x = not tested or not shown; [ ] = another dose, or the depositor's remark. Unless noted, no stated cut-off is given here; in the data, active means inhibition above about 50%; inactive means the rest. These rows are one share of the data; count on the stated rates, not on these rows.
SMILES,M17LAP inhibition,GPR55 beta-arrestin,KOR beta-arrestin-1,P. falciparum M1AAP,Dynein cargo inh,Dynein cargo inh cytoplasmic EGFP,Dynein cargo inh nuclear GR-EGFP,Dynein cargo inh cell count,NOD1 inhibition,KOR beta-arrestin-2,AID2073,NOD2 inhibition
COc1ccc(CN2CCN(CCC(C)C)C(CCO)C2)cc1Cn1cncn1 (stereo not drawn),3.3%,-0.2%,-11.0%,6.8%,0.39,-0.277,0.0101,0.208,-11.4%,-2.0%,1.1%,31.2%
O=C(O)CCc1nn2c3ccccc3n(CC(=O)c3cccs3)c2nc1=O,-6.8%,-1.0%,8.9%,3.5%,-0.838,-0.311,-0.624,1.41,-12.7%,0.9%,29.9%,9.1%
O=C(c1ccc(Br)cc1)N(Cc1ccco1)C1CCS(=O)(=O)C1 (stereo not drawn),x,-0.1%,-10.5%,x,x,x,x,x,-12.6%,2.0%,2.6%,0.7%
COc1cc(/C=N/NC(=O)C2=NNC(=O)C2C)ccc1O (stereo not drawn),22.8%,0.8%,-4.7%,12.4%,1.31,-0.206,1.15,-1.04,13.9%,-1.2%,-0.5%,10.5%
Cc1[nH]c2ccccc2c1C(=O)/C=C/c1ccccc1Cl,5.7%,-0.6%,-19.8%,1.3%,-0.19,0.18,0.156,-0.496,-24.5%,4.0%,2.2%,-24.2%
CCN1C(=O)CSc2ccc(C(=O)OC)cc21,-4.8%,-0.2%,17.3%,0.7%,0.0428,-0.278,0.741,0.164,-34.0%,-1.0%,-6.4%,-6.1%
Cc1noc(C)c1CSc1nc2cc(S(=O)(=O)N3CCOCC3)ccc2o1,1.1%,0.0%,6.6%,5.1%,1.77,-0.217,-0.157,-0.407,-4.3%,-4.3%,14.8%,7.2%
CC1(C)C2CCC1(CS(=O)(=O)N1CCOCC1)C(=O)C2 (stereo not drawn),-10.1%,-0.1%,-9.1%,-0.5%,-2.23,-0.159,-1.02,0.533,-2.3%,4.4%,-3.7%,-1.2%
CCOC(=O)c1[nH]c(C)c(C(=O)C(C)C)c1C,5.1%,-0.1%,-26.9%,3.2%,-1.02,-0.0639,-0.351,1.01,-44.6%,2.3%,-6.4%,-13.0%
CCOC(=O)N1CCN(c2ccc3nnnn3n2)CC1,3.5%,-0.3%,12.0%,5.3%,0.5,-0.159,0.204,-0.422,4.3%,-8.5%,-8.4%,0.7%
Cc1ccccc1CN(C)C(=O)c1ccc2ccccc2n1,x,-0.2%,-46.5%,x,x,x,x,x,-33.2%,1.1%,1.4%,-17.3%
CC(=O)O[C@@H]1[C@H]2[C@@H](C[C@@H](C)[C@@H]3C=CC(=O)[C@@]13C)OC(=O)[C@@H]2C,-5.7%,-0.1%,23.9%,1.4%,-2.56,-0.518,-1.06,0.682,6.3%,x,12.4%,12.5%
CCN1CC(CN(C)Cc2cn(-c3ccc(C)cc3)nc2-c2cccc(C)c2)CC1=O (stereo not drawn),-3.7%,-0.1%,-59.9%[20 µM],0.4%,0.663,0.34,0.583,-1.18,-47.1%,x,-2.0%,-3.4%
CCCCNc1cc(F)nc(N)n1,9.6%,0.6%,-24.5%,10.6%,-0.336,-0.25,-0.203,0.302,-10.5%,-1.9%,14.2%,5.8%
Cc1ccc(C(=O)c2cc([N+](=O)[O-])ccc2N2CCOCC2)cc1C,-3.9%,1.3%,-11.0%,3.7%,0.149,-0.221,0.232,-0.352,-24.6%,0.2%,-6.5%,-23.8%
CN(C)C(=O)c1ccc(NC(=O)COc2cccc(Oc3ccccc3)c2)cc1,x,-0.1%,24.2%,x,x,x,x,x,-30.2%,-1.7%,-0.1%,2.1%
CC(=O)c1cccc(NC(=O)c2cc(=O)c3ccccc3o2)c1,x,-0.3%,-23.2%[20 µM],x,x,x,x,x,-26.7%,x,16.9%,3.2%
Cc1ccc(NC(=O)CSc2nsc(SCC(=O)Nc3ccc(C)cc3C)c2C#N)c(C)c1,7.4%,-0.2%,-21.0%,-5.9%,-0.643,-0.199,-0.258,-0.507,-28.5%,4.7%,24.2%,14.1%
COc1cccc(NC(=O)c2sc(NC(=O)c3ccncc3)nc2C)c1,8.0%,-1.1%,-7.3%,9.7%,-0.347,-0.108,0.457,-0.0505,-13.8%,0.9%,5.1%,25.2%
O=C(OCC(=O)c1c[nH]c2ccccc12)c1ccco1,6.7%,-0.2%,-14.2%,4.4%,-0.279,-0.146,-0.0948,0.437,-34.7%,-1.2%,-3.9%,-21.9%
COc1cc(CSC)nc(-c2ccccc2)n1,6.7%,0.4%,-7.5%,-0.9%,0.141,3.35,0.57,-0.278,-15.5%,-5.5%,2.4%,18.1%
Cc1csc(NC(=O)c2cccn2C)n1,2.7%,-0.1%,-7.7%,11.0%,0.366,-0.233,-0.697,0.139,-18.2%,2.1%,-6.0%,-71.5%
NS(=O)(=O)c1ccc(CCNC(=O)c2cccc([N+](=O)[O-])c2)cc1,-4.2%,0.3%,-62.7%[20 µM],6.8%,-0.488,-0.229,-0.73,0.975,18.5%,-0.6%,-7.7%,18.5%
NNc1nc2c(-c3ccc(F)cc3)nnn2c2ccccc12,-0.1%,-0.4%,5.9%,2.8%,0.709,-0.0855,0.639,-0.326,-36.2%,-0.2%,17.0%,-82.2%
CCOC(=O)CN1C(=O)C(C)(C)Oc2ccc(C(=O)NC(C)(C)CC)cc21,11.2%,-0.2%,-26.4%,13.3%,-0.532,-0.207,-0.182,0.176,-6.9%,7.8%,11.0%,15.1%
CCCC(=O)C1=C(O)C(C(=O)OC)C(C)(C)CC1=Nc1cccc([N+](=O)[O-])c1 (stereo not drawn),x,0.0%,-25.0%[20 µM],x,x,x,x,x,-12.8%,-2.4%,12.3%,2.0%
CSc1nnc(CNS(=O)(=O)c2ccc(Cl)cc2)n1C,-5.7%,-0.1%,-21.6%[20 µM],-3.8%,-0.1,-0.17,0.195,0.197,-7.4%,-1.0%,-1.8%,4.6%
COc1cccc(/C=C2\C(=O)N(c3cccc(C)c3)C(=O)c3ccccc32)c1,-1.5%,4.8%,2.6%,16.5%,-1.45,-0.0944,-0.926,0.00871,24.3%,-1.4%,7.7%,3.7%
CN(C)CCCN(C(=O)c1ccc(S(=O)(=O)N2CCCCCC2)cc1)c1nc2ccc(Br)cc2s1,x,1.3%,-29.7%,x,x,x,x,x,-29.3%,9.9%,21.1%,-5.6%
Cc1ccnc(NC(=S)NC(=O)/C=C/c2ccco2)c1,28.6%,-0.1%,-70.0%,10.3%,-0.343,0.00777,-0.0228,0.117,-50.1%,-2.4%,-26.8%,-40.1%
COc1cc(NC(=O)CSc2nnc3ccc(-c4ccncc4)nn23)cc(OC)c1,20.3%,0.1%,7.4%,4.5%,-1.01,-0.178,-0.513,0.444,-13.8%,-4.9%,0.9%,3.8%
CN(C)CCCOC(=O)Cc1ccc(Cl)cc1,2.1%,0.2%,-25.8%,-8.4%,-0.144,-0.165,-0.11,0.0384,10.2%,-4.8%,0.9%,7.1%
COC(=O)C1=C(C)N(CCCC(=O)O)C(=O)NC1c1cccs1 (stereo not drawn),12.3%,-0.1%,-4.4%,7.1%,0.846,-0.216,0.715,0.27,-31.1%,0.3%,0.7%,15.2%
CCOC(=O)C(Cc1ccccc1)NC(=O)CCc1c(C)nc2ncnn2c1C (stereo not drawn),-0.1%,-0.1%,1.9%,2.7%,-0.82,-0.164,-0.533,0.95,10.2%,0.7%,-7.1%,16.9%
Cc1ccccc1OC(=O)Cn1c(C(F)(F)F)nc2ccccc21,0.9%,0.6%,21.9%,1.3%,1.11,-0.159,0.178,-1.12,-9.1%,0.7%,11.4%,12.2%
Cn1c(=O)c(NC2CCCCC2)c2c3c(cccc31)C(=O)c1ccccc1-2,5.8%,1.2%,-4.3%,4.3%,-6.06,5.23,-2.54,0.242,-42.0%,0.7%,40.4%,-77.3%
Cc1ccc(-n2nnnc2-c2cnc(N3CCCC3)nc2C(F)(F)F)cc1,14.6%,-0.1%,10.3%,6.9%,0.888,-0.111,0.589,-0.328,38.3%,-1.4%,-2.6%,26.6%
O=C(Cn1nc2sc3ccccc3n2c(=O)c1=O)c1ccc(Cl)cc1,-2.7%,0.7%,13.4%,-0.1%,0.121,-0.26,-0.22,0.282,-5.3%,-1.6%,6.7%,5.0%
O=C(C1=C[C@H](C2CCCCC2)C[C@H](OCCCCO)O1)N1CCN(Cc2ccc3c(c2)OCO3)CC1,-2.6%,-0.2%,-0.6%,0.2%,-1.19,-0.279,-0.4,0.587,-8.2%,-3.0%,-6.3%,-13.0%
CCOC(=O)c1ccc(NC(=O)CSc2nnc(-c3ccncc3)n2C)cc1,-1.0%,0.2%,25.1%,1.4%,-0.828,-0.198,-1.06,1.23,x,-3.3%,1.3%,1.0%
COc1ccc(S(=O)(=O)c2cnc3ccccc3n2)cc1,9.4%,-0.5%,-5.8%,1.5%,-0.29,-0.201,-0.105,0.394,-4.2%,-1.0%,-9.0%,16.3%
COc1cnc(-c2ccccn2)nc1Oc1ccccc1,-6.1%,-0.6%,-4.5%,12.7%,-0.226,-0.19,-0.128,-0.49,-24.3%,-0.8%,2.0%,3.1%
FC(F)(F)c1nnc(-c2ccccc2)nc1Sc1ccc(Cl)cc1,1.2%,1.3%,28.4%,-1.8%,-2.57,0.106,-0.678,0.589,-13.5%,-2.9%,-12.5%,10.9%
CCN1C(=O)CSc2ccc(C(=O)NC3CCCCC3)cc21,6.6%,-0.1%,6.8%,-0.1%,-0.783,-0.164,-0.136,0.142,-19.9%,-3.1%,9.2%,7.9%

# Only NOD2 inhibition and KOR beta-arrestin-1 (2 entries from above):
structure	NOD2 inhibition	KOR beta-arrestin-1
COc1ccc(S(=O)(=O)c2cnc3ccccc3n2)cc1	16.3%	-5.8%
COc1cnc(-c2ccccn2)nc1Oc1ccccc1	3.1%	-4.5%

# Screening data (PubChem BioAssay)
